Screens deposited in PubChem BioAssay by Sanford-Burnham Center for Chemical Genomics.
MKP-3 inhibition = MKP-3 phosphatase inhibitors, primary screen, biochemical, rat enzyme, in vitro (AID 425) | Dual specificity protein phosphatase 6 (Rattus norvegicus) | recombinant MKP-3 phosphatase activity, fluorescence; higher % means a stronger effect | inhibition, % at 20 µM; hits with a dose series show IC50 in µM | 110,000 tested, 0.17% active; in the data active means inhibition above about 50%;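 further: plate controls were vehicle for no effect and reference inhibitor for full effect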
Hsp70 inhibitors = Hsp70 inhibitors, probe displacement, primary screen, biochemical, fluorescence polarization (AID 583); displacement, % at 20 µM; hits with a dose series show IC50 in µM; Heat shock 70 kDa protein 1A (Homo sapiens); Hsp70 fluorescence polarization probe displacement, mP; higher % means a stronger effect; 140,000 tested, 0.06% active; in the data active means displacement above about 50%;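 further: plate controls were vehicle for no effect and reference ligand for full effect; a part of the inactive calls stands beside numbers as strong as those of hits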
An asterisk follows results filed as active; . = no result given; & = joins results of further samples. Only part of the results is shown (hit frequency here may not be typical).

Values run as follows: MKP-3 inhibition, Hsp70 inhibitors
Cc1ccc(S(=O)(=O)Nc2cccc(Cl)c2)cc1[N+](=O)[O-]
  -0.3%, 4.2%
O=C(Nc1nccs1)c1ccc(COc2ccc(Cl)cc2)o1
  0.2%, -4.0%
COc1cc(OC)cc(C(=O)N/N=C(\C)CC(=O)Nc2ccccc2-c2ccccc2)c1
  0.8%, 1.5%
O=C(NCCO)c1cccc(Cl)c1
  ., -2.9%
O=C(Nc1ccc([N+](=O)[O-])cn1)C1CC1
  -1.1%, 5.0%
COC(=O)c1cc(Br)c(=O)n(CCN(C(C)C)C(C)C)c1
  5.7%, 0.3%
CCOc1cc(/C=C2/C(=O)NC(=O)N(c3cccc(C)c3)C2=O)cc(Br)c1O
  1.7%, 1.4%
CC(=O)n1c2ccccc2c2nc3ccc([N+](=O)[O-])cc3cc21
  12.3%, 0.9%
O=C(COC(=O)CCc1nc2ccccc2s1)Nc1ccc(S(=O)(=O)N2CCOCC2)cc1
  -9.1%, 2.6%
CC1(C)Cc2c(sc3c2c(=N)n(Cc2ccco2)c(=O)n3CC(=O)Nc2ccccc2)CO1
  -0.3%, -3.0%
Cc1nn(Cc2ccc(C(=O)Nc3ccc(C(=O)OC(C)C)cc3)o2)c(C)c1Cl
  -11.1%, -5.7%
CC1(C)CC(C(CCN)c2ccc(F)cc2)CCO1 (stereo not given)
  -0.4%, 5.4%
CCCCNC(=O)N1CCOCCOCCN(C(=O)NCCCC)CCOCCOCC1
  -2.7%, -1.9%
CC1CN(C(=O)CN2C(=O)c3ccccc3S2(=O)=O)CC(C)O1 (stereo not given)
  0.0%, 3.7%
O=C(CSc1ncnc2c1cnn2-c1ccccc1)Nc1ccccc1
  8.0%, 3.8%
CC(C)NC(=O)C(=O)NNC(=O)C12CC3CC(CC(C3)C1)C2
  2.9%, -6.5%
O=C(CSc1ncnc2sc3c(c12)CCCCC3)NCc1ccco1
  -2.8%, 0.6%
COc1ccc(NC(=O)CN2CCN(C3c4ccccc4-c4ccccc43)CC2)cc1
  ., 2.6%
COc1ccc(N/C(N)=N/c2nc(CSc3ccc(C)cc3)cc(=O)[nH]2)cc1
  -10.9%, -1.0%
CCOC(=O)c1c(C)oc2c1C(=O)c1ccccc1C2=O
  9.4%, -3.9%
Cc1ccc(C2NC(=O)c3c(sc4c3CCN(C)C4)N2)o1 (stereo not given)
  -11.2%, 8.4%
CCn1c(Cc2ccccc2)nnc1SCC(=O)NC1CC1
  ., 4.7%
COC(=O)c1ccc(NC(=O)CN2CCCC2)cc1
  -8.3%, 1.0%
O=C(c1cnc2n(c1=O)CCS2)N1CCN(C(c2ccccc2)c2ccc(Cl)cc2)CC1 (stereo not given)
  -3.7%, 1.0%
Cc1ccc(S(=O)(=O)N(CC(O)Cn2c3ccccc3c3ccccc32)CC2CCCO2)cc1 (stereo not given)
  7.2%, -3.4%
O=C(OCc1cc2ccccc2[nH]c1=O)c1ccco1
  -7.9%, 6.9%
Cc1csc(C(C#N)C(=O)c2ccncc2)n1 (stereo not given)
  -13.3%, 8.0%
Cc1ccccc1-c1ccc(C=Nc2c(C)n(C)n(-c3ccccc3)c2=O)o1
  2.6%, -1.4%
CC(=O)Nc1ccc(S(=O)(=O)Nc2nccc(C3Cc4ccccc4C(=O)O3)n2)cc1 (stereo not given)
  -10.0%, 3.0%
O=C(/C=C/c1ccccc1)NC(=S)Nc1cccc(NC(=O)c2ccccc2Cl)c1
  -0.5%, 2.1%

As entered above.
In MKP-3 inhibition, `CCOC(=O)c1c(C)oc2c1C(=O)c1ccccc1C2=O` has the entry 9.4%
In MKP-3 inhibition, `Cc1csc(C(C#N)C(=O)c2ccncc2)n1` (stereo not given) has the entry -13.3%
In Hsp70 inhibitors, `Cc1ccc(C2NC(=O)c3c(sc4c3CCN(C)C4)N2)o1` (stereo not given) has the entry 8.4%
In Hsp70 inhibitors, `O=C(CSc1ncnc2c1cnn2-c1ccccc1)Nc1ccccc1` has the entry 3.8%

Ordered by molecular weight (rising): four of the compounds above
Values run as follows: MKP-3 inhibition, Hsp70 inhibitors
CC1(C)CC(C(CCN)c2ccc(F)cc2)CCO1 (stereo not given)
  -0.4%, 5.4%
Cc1ccc(C2NC(=O)c3c(sc4c3CCN(C)C4)N2)o1 (stereo not given)
  -11.2%, 8.4%
CC(C)NC(=O)C(=O)NNC(=O)C12CC3CC(CC(C3)C1)C2
  2.9%, -6.5%
COc1ccc(N/C(N)=N/c2nc(CSc3ccc(C)cc3)cc(=O)[nH]2)cc1
  -10.9%, -1.0%

(listing goes on)
Values run as follows: MKP-3 inhibition, Hsp70 inhibitors
O=C(CSc1ncn[nH]1)N1CCN(S(=O)(=O)c2ccccc2)CC1
  ., -4.8%
O=c1c2ccccc2ncn1-c1ccc2c(c1)OCCO2
  -6.6%, 2.7%
CCOC(=O)C(CC(C)C)NC(=O)C(Cc1ccccc1)N1C(=O)c2ccccc2C1=O (stereo not given)
  2.4%, 23.4%
COCCNC(=O)CN(C)S(=O)(=O)c1ccc2c(c1)OCCO2
  -2.6%, -1.3%
O/N=C1/CCCCC1c1ccccn1 (stereo not given)
  -5.8%, 6.9%
CCSc1nnc(NC(=O)/C=C/c2ccc(C(C)(C)C)cc2)s1
  2.7%, -1.8%
CCn1cc(C(=O)N2CCc3ccccc32)c(=O)c2cc(S(=O)(=O)N3CCOCC3)ccc21
  -0.3%, -1.3%
COc1cccc(OCC(=O)Nc2ccc3c(c2)OCCO3)c1
  3.0%, -1.8%
O=C1CC(c2ccccc2)CC(O)=C1C=Nc1ccccc1-c1ccccc1 (stereo not given)
  1.6%, -1.3%
O=C(CC1S/C(=N\N=C\c2cccs2)NC1=O)Nc1ccc(Cl)c(Cl)c1 (stereo not given)
  3.0%, 1.2%
CNC(=O)COC(=O)c1cccnc1SC
  ., -4.2%
O=C(CN1CCCCC1)Nc1ccc(S(=O)(=O)NC2CCCCC2)cc1
  -11.1%, -0.1%
O=C(CC(Nc1ccc2ncccc2c1)c1ccc(F)cc1)c1ccccc1 (stereo not given)
  5.6%, -44.5%
Cc1ccc2c(c1)c1c3n2CCN(C(=O)c2ccc([N+](=O)[O-])cc2)C3CCC1 (stereo not given)
  3.4%, 4.3%
COC(=O)c1cc(Br)c(=O)n(Cc2ccc(C(=O)O)cc2)c1
  6.7%, -3.6%
COc1ccc(CN2C(=O)c3cccnc3C2Nc2cc(Cl)ccc2OC)cc1 (stereo not given)
  -8.9%, 1.3%
CC1=C(C(=O)OC2CCCCC2)C(c2ccc(N(C)C)cc2)NC(=O)N1 (stereo not given)
  3.6%, 4.7%
Cc1cc2nnc(SCc3ccccc3)n2c(N)n1
  -9.3%, 7.0%
CCOC(=O)c1c(C)nc2c(c1-c1ccc(Cl)cc1Cl)C(=O)CC(C)(C)C2
  0.0%, 8.1%
COc1ccc(NS(=O)(=O)c2ccc(Br)cc2)cc1OC
  -1.1%, -2.2%
COc1cc(C(=O)NC(NC(=S)Nc2cc(Cl)ccc2Cl)C(Cl)(Cl)Cl)cc(OC)c1OC (stereo not given)
  4.1%, -3.4%
CC(C)c1nc(SCC(=O)NCc2ccccc2)n[nH]1
  -1.0%, 2.4%
Cc1cc(OCCN2CCCCC2)nc2ccccc12
  -13.4%, 6.1%
CCC(Oc1ccccc1)C(=O)Nc1ccc(S(N)(=O)=O)cc1 (stereo not given)
  0.2%, -0.9%
COc1ccc(N2CCN(C(=O)c3sc4nc(-c5ccc(F)cc5)cn4c3C)CC2)cc1
  -5.1%, -0.4%
CC1CCN(c2nc3c(c(=O)n(C)c(=O)n3C)n2CCSc2nc3ccccc3s2)CC1
  -7.7%, 5.5%
CC(=O)n1ccc(C(=O)Nc2ccc(Cl)c(Cl)c2)n1
  3.9%, -2.3%
CCOC(=O)N1CCN(C(=O)C2CC(=O)N(Cc3ccc(OC)cc3)C2)CC1 (stereo not given)
  -5.4%, 3.1%
Cc1nc2c(C(=O)O)cnn2c(C)c1Cc1ccccc1F
  -3.4%, -1.3%
Cc1cc(NC(=O)c2cccc(N(C)C)c2)ccc1Br
  0.7%, 1.7%

(listing goes on)
Values run as follows: MKP-3 inhibition, Hsp70 inhibitors
COc1cc(NC(=O)C(=O)NCc2ccco2)c(OC)cc1Cl
  1.2%, 0.5%
COc1ccccc1NS(=O)(=O)c1ccc2oc(SC3CCOC3=O)nc2c1 (stereo not given)
  -1.5%, 1.2%
O=C(O)CCCC(=O)N1CCc2cc(S(=O)(=O)N3CCc4ccccc43)ccc21
  9.8%, -3.5%
CCC(=O)Nc1c(C)n(C)n(-c2ccccc2)c1=O
  -2.8%, 2.4%
C=C(C)c1cccc(C(C)(C)NC(=O)Nc2cc(C)ccn2)c1
  0.6%, 1.2%
COC(=O)c1ccc(C2C(C(=O)Nc3ccccc3C)=C(C)Nc3ncnn32)cc1 (stereo not given)
  -11.3%, -2.2%
O=C(CC(=O)c1ccccc1O)c1cccc(F)c1
  -6.2%, 0.4%
O=C(CC1SC(=Nc2ccccc2)N(c2ccccc2)C1=O)Nc1ccc(F)cc1 (stereo not given)
  1.5%, -3.3%
Cc1ccc2c(c1)nnn2C1CCN(C(=O)NC23CC4CC(CC(C4)C2)C3)CC1
  -4.6%, 10.1%
COc1ccccc1NC(=O)/C=C/C(N)=O
  ., 0.7%
CCOC(=O)N1CCC(NC(=O)Cn2ncc3ccccc32)CC1
  0.6%, -0.5%
CC1CCc2c(sc(NC(=O)c3noc4c3CCCC4)c2C(N)=O)C1 (stereo not given)
  6.4%, 0.3%
O=C(Nc1ccccc1F)N(CCCN1CCOCC1)Cc1cc2cc3c(cc2[nH]c1=O)OCCO3
  -4.4%, -5.1%
CCCC(=O)C1=C(O)C(C(=O)OC)C(C)(C)CC1=NC(C)CC (stereo not given)
  -0.3%, 1.5%
Fc1ccc(-c2cc3nc4c(c(N5CCOCC5)n3n2)CCCC4)cc1
  -2.2%, -1.9%
CC(=O)c1cccc(N2C(=O)C3C4c5ccccc5C(C(C)=O)(c5ccccc54)C3C2=O)c1 (stereo not given)
  4.1%, -1.6%
COC(=O)c1[nH]c2cccc(Cl)c2c1NC(=O)CN1CCCCC1C (stereo not given)
  -1.5%, 2.6%
COC(=O)CSc1nnc(CNC(=O)Cc2ccccc2)n1C
  12.2%, -0.4%
Cc1ccc(S(=O)(=O)N2CCCCC2)cc1C(=O)Nc1ccc2cn[nH]c2c1
  -11.0%, 1.7%
CCN(CC)CCCNC(=O)CCc1ccccc1
  ., -3.4%
COC(=O)C1=C(C)OC(N)=C(C#N)C1c1ccsc1 (stereo not given)
  ., 5.8%
O=C(Nc1cccc(O)c1)c1cc(S(=O)(=O)N2CCCC2)ccc1Cl
  0.0%, 5.4%
O=C(Cc1cccs1)NCc1cn2ccccc2n1
  -0.2%, -4.8%
CC(=O)c1cc(CN2C(=O)CCC2=O)cs1
  -4.0%, 1.8%
COC(=O)c1ccccc1NC(=O)CSc1n[nH]c(C)n1
  ., 2.5%
CCCC(=O)Nc1nc2ccc(Cl)cc2s1
  -2.7%, 2.6%
O=S(=O)(NCc1cccnc1)c1ccc(Cl)cc1
  0.0%, -0.2%
O=C1/C(=C\c2ccsc2)SC(=S)N1c1cccc(C(F)(F)F)c1
  2.8%, 1.7%
O=C(C1CC1)N1CCN=C1SCc1ccccc1
  -3.5%, -1.5%
Cc1cc(=O)n2[nH]cnc2n1
  1.4%, 8.8%

(continued)
Values run as follows: MKP-3 inhibition, Hsp70 inhibitors
OC(CN(c1ccccc1)c1ccccc1)Cn1cnc2ccccc21 (stereo not given)
  -7.9%, 0.2%
O=c1c(-c2ccccc2)[n+]([O-])c2ccccc2n1O
  4.1%&1.5%, 0.1%&2.3%
COC(=O)CSc1nc(N)c2c3c(sc2n1)CCCC3
  17.4%, -5.3%
COc1cc(OC)cc(-n2nnnc2SCC(=O)N2CCCc3ccccc32)c1
  -1.7%, 1.8%
CSc1cccc(NC(=O)CN(c2ccccc2)S(=O)(=O)N(C)C)c1
  ., 9.1%
c1ccc(-c2cc(-c3nn4c(-c5ccco5)nnc4s3)c3ccccc3n2)cc1
  8.1%, 3.8%
CN(C)c1ccnc2sc(C(=O)NCc3ccccc3)c(N)c12
  -9.4%, -1.3%
CCOc1ccccc1CNS(=O)(=O)c1ccc2[nH]c(=O)sc2c1
  8.9%, 2.1%
CCOc1ccc(-n2c(Cc3ccccc3)nnc2SCc2c(C)noc2C)cc1
  -4.8%, -3.9%
COC(=O)c1c(NC(=O)c2ccc(OC)cc2)sc2c1CCC2
  0.4%, -5.2%
O=S(=O)(Nc1ccc(O)c2ccccc12)c1cc(Cl)ccc1Cl
  2.0%, -0.8%
COc1ccc(/C=C2\C(=O)N(c3ccc(F)cc3)N=C2C)c(OC)c1
  1.0%, -1.9%
Cc1ccc(S(=O)(=O)N(Cc2ccccc2)c2ccccc2C(=O)NCC(C)C)cc1
  -2.9%, 1.6%
COc1cc(NC(=O)C(F)(F)F)cc(OC)c1
  -14.6%, 0.9%
CC(=O)Nc1ccc(NC(=O)c2ccc(C)cc2)cc1
  0.9%, 3.8%
O=C1c2ccc3c4c(ccc(c24)C(=O)N1c1ccccc1O)C(=O)N(c1ccccc1O)C3=O
  -0.4%, -2.4%
O=C(Nc1ccc(-c2nnc(-c3ccccc3)o2)cc1)C1CCCO1 (stereo not given)
  0.5%, 0.5%
O=C1NC(=Nc2ccc(F)cc2)S/C1=C\c1cccs1
  2.1%, -7.3%
Cc1cc(=O)n(CCC(=O)O)c2ccccc12
  -6.4%, 1.8%
O=C(c1ccc(F)cc1)N1CCN(C2CCC(c3ccccc3)CC2)CC1 (stereo not given)
  -1.2%, -1.0%
COC(=O)CSc1nnnn1-c1cccc2ccccc12
  1.2%, -1.2%
O=C1Nc2ccccc2OC1CC(=O)N1CCN(c2cccc(C(F)(F)F)c2)CC1 (stereo not given)
  2.4%, 2.4%
CCOC(=O)C1(C(F)(F)F)N=C(c2cccnc2)OC(N2CCOCC2)=N1 (stereo not given)
  -13.8%, 8.4%
